Screens: PubChem BioAssay, several laboratories
MgcRacGAP inhibition: MgcRacGAP GTPase-activating activity inhibitors, confirmation, biochemical, ADP Hunter fluorescence; MgcRacGAP-stimulated Rac1 GTP hydrolysis, ADP Hunter fluorescence; higher % means a stronger effect; GST-tagged Rac1 F28L mutant substrate; one-dose inhibition, % at 30 µM; IC50 in µM for titrated hits; hit rate 0.6% among 340,000;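 active = first-screen hits whose inhibition reached a set limit at any dose in the follow-up dose series; inconclusive = inhibition above the set first-screen limit but never retested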;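 also: fluorescence reports GDP produced by GAP-driven GTP hydrolysis; strong numbers were not always called active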
WT yeast gro inh: growth inhibition of WT strain, primary screen, mitochondrial fusion inhibitor project, WT and mutant strains, chemical genetic. mitochondrial fusion phenotypic screen. inhibition, % at 10 µM. hit rate 2.1% among 190,000. AID 1362, 2008; in the data active = inhibition above about 58%; tested in S. cerevisiae
RSV CPE inhibition: RSV antiviral activity via CPE protection, HEp-2 cells, primary 10 µM value included (AID 2391); HEp-2 cells, RSV-induced CPE inhibition; higher % means a stronger effect; CPE inhibition, % at 10 µM, or IC50 in µM where a hit was titrated; hit rate 0.13% among 310,000; in the data active = a potency from the dose series; inconclusive = CPE inhibition mostly from about 23% at the one dose, without a potency; inactive = the rest, 99 in 100 with CPE inhibition below about 21%; also: strong numbers were not always called active
b-catenin transl: modulators of beta-catenin nuclear translocation, primary screen, imaging, HeLa cells, immunofluorescence, high-content | nuclear translocation activity, % at 5 µM | hit rate 0.3% among 190,000 | AID 1665, 2009;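 active = nuclear translocation activity above 50% at 5 µM, with a well cell count of 50 or more; inconclusive = wells under 50 cells across six images, flagged as toxic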;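 also: per-cell ratio of nuclear to cytoplasmic median beta-catenin stain intensity; plate controls were DMSO negative control for no effect and GSK-3 inhibitor IX positive control for full effect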
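System: Human HeLa cells, endogenous beta-catenin | Compound dosing: 5 µM primary, 0.02–20 µM confirmation | Timing: 24 h compound exposure at 37°C, 5% CO2 | Measured by: Fluorescence imaging of beta-catenin antibody stain plus DAPI | Read-out basis: % activation of per-cell nuclear versus cytoplasmic median beta-catenin signal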
SV40 large T antigen: SV40 large T antigen inhibitors, biochemical (AID 1903); SV40 large T antigen ATPase/helicase inhibition assay; higher % means a stronger effect; hit rate 0.39% among 310,000; one-dose inhibition, % at 20 µM; IC50 in µM for titrated hits; in the data active = a potency from the dose series; inconclusive = inhibition mostly from about 32% at the one dose, without a potency; inactive = the rest, 99 in 100 with inhibition below about 32%; also: strong numbers were not always called active
Myeloid diff MLP: induction of myeloid progenitor differentiation, primary screen, cell-based, flow cytometry, MLPCN library; hit rate 1% among 360,000; ER-HoxA9 myeloid progenitors, lysozyme-GFP differentiation; AID 624256, 2012; calls only at 10 µM;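 active = normalized GFP-positive differentiation at or above the plate's own cutoff, the solvent-only control mean plus 3 SD; inconclusive = no clear call, values can overlap the other calls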;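 also: cells exposed to compound for four days before flow analysis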
T cell HTS: modulators of CD8 T cell-vesicle binding, primary screen, mouse 2C CD8+ T cells, flow cytometry; calls only at 7 µM; 2C CD8+ T cell-vesicle binding; active compounds read low; hit rate 0.068% among 330,000; AID 2052, 2009;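 active = response, share of CD8 T cells binding vesicles, and their 90th percentile fluorescence all below set limits, cut at about 80% in these data, passing the limit was not always enough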
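Benchmarks: naked versus QL9-loaded vesicles / Assay system: purified 2C TCR transgenic mouse naive CD8+ T cells / Technique: high-throughput flow cytometry with anti-B7-1 and anti-CD8 staining / Timing: Cell–vesicle co-incubation 1.5 h at 37 °C, staining 20 min on ice / Read-out: percent CD8+ FL2 mean versus row control / Probe or stimulus: QL9-loaded Drosophila micro-vesicles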
Salmonella PhoP GFP: inhibitors of PhoP regulon expression, primary screen, Salmonella Typhimurium, GFP reporter (AID 1863); S. Typhimurium PhoP-regulated promoter GFP reporter, 4 h; higher % means a stronger effect; inhibition, % at 50 µM; hits with a dose series show IC50 in µM; hit rate 0.16% among 300,000;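 active = inhibition over 29.93%, a cutoff 3 SD above the screen mean, later confirmed by dose response; inconclusive = inhibition over 29.93% but no dose response follow-up; inactive = inhibition at most 29.93% or unconfirmed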;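 also: 0% = low Mg2+ inducing control and 100% = high Mg2+ repressing control; strong numbers were not always called active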
West Nile antiviral: West Nile virus antiviral activity, cell-based, CPE readout (AID 1621); hit rate 0.02% among 290,000; West Nile virus-infected cells, CPE inhibition; higher % means a stronger effect; CPE inhibition, % at 10 µM; hits with a dose series show IC50 in µM; in the data active = a potency from the dose series; inconclusive = CPE inhibition mostly from about 3.7% at the one dose, without a potency; inactive = the rest, 99 in 100 with CPE inhibition below about 2.2%; also: strong numbers were not always called active
WT yeast gro inh mutant strain: second read-out of WT yeast gro inh, no call of its own (marks repeat the call); inhibition, %; mitochondrial fusion phenotypic screen, mutant strain inhibition
b-catenin transl cell count 5 µM: second read-out of b-catenin transl, no call of its own (marks repeat the call); cell count; measured here: cell count, cytotoxicity flag
T cell HTS vesicle-bound %: recorded beside T cell HTS, whose call it bears; double positive events, %; measured here: CD8+ vesicle-bound cell fraction;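 binding gate set so that unloaded-vesicle control wells show 10% double positive cells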
Myeloid diff MLP GFP+ MAC1+ %: also measured in Myeloid diff MLP; calls as there; GFP+ MAC1+ double positive, %; measured here: differentiation confirmed by MAC1 staining
* = called active by the depositor.

COc1ccc(C2=NS(=O)(=O)N(C)C(C(=O)NC3CCCC3)=C2)cc1OC was read as MgcRacGAP inhibition 7%, RSV CPE inhibition 1.4%, SV40 large T antigen 1%, Myeloid diff MLP inactive, T cell HTS inactive, West Nile antiviral -0.9%, T cell HTS vesicle-bound % 28 and Myeloid diff MLP GFP+ MAC1+ % 0.8.
For CCOC(=O)c1ccc(-n2c(CCC(=O)O)ccc2-c2cccs2)cc1 the results were MgcRacGAP inhibition -2%, WT yeast gro inh -20, RSV CPE inhibition 0.7%, b-catenin transl -0.1, SV40 large T antigen 21%, Myeloid diff MLP inactive, T cell HTS inactive, Salmonella PhoP GFP 4%, West Nile antiviral 0.8%, WT yeast gro inh mutant strain -4, b-catenin transl cell count 5 µM 1126, T cell HTS vesicle-bound % 53 and Myeloid diff MLP GFP+ MAC1+ % 0.4.
CCc1ccc(CN2CCCC(C(=O)Nc3ccccc3-c3ccc(OC)cc3)C2)o1 (centres undefined) was read as MgcRacGAP inhibition 2%, RSV CPE inhibition -0.4%, Myeloid diff MLP inactive, T cell HTS inactive, Salmonella PhoP GFP 15%, West Nile antiviral 0.7%, T cell HTS vesicle-bound % 15 and Myeloid diff MLP GFP+ MAC1+ % 0.6.
O=C(Cn1c(=O)n(Cc2ccc(F)cc2)c(=O)c2ccccc21)NCC1CCCO1 (centres undefined) was read as MgcRacGAP inhibition 2%, RSV CPE inhibition 0.7%, SV40 large T antigen -1%, Myeloid diff MLP inactive, T cell HTS inactive, Salmonella PhoP GFP 4%, West Nile antiviral -1.0%, T cell HTS vesicle-bound % 34 and Myeloid diff MLP GFP+ MAC1+ % 1.0.
`O=C(NCc1cccs1)C1CC(c2ccccc2O)=NO1` (centres undefined) gave MgcRacGAP inhibition 17%, WT yeast gro inh 1, RSV CPE inhibition 0.1%, b-catenin transl 31, SV40 large T antigen -1%, Myeloid diff MLP inactive, T cell HTS inactive, Salmonella PhoP GFP 8%, WT yeast gro inh mutant strain 7, b-catenin transl cell count 5 µM 499, T cell HTS vesicle-bound % 25 and Myeloid diff MLP GFP+ MAC1+ % 7.5.
`Cc1ccc(C(=O)Nc2cccc(C(=O)O)c2)cc1S(=O)(=O)N1CCOCC1` gave MgcRacGAP inhibition 2%, WT yeast gro inh -15, RSV CPE inhibition 1.0%, b-catenin transl -2.4, SV40 large T antigen 7%, Myeloid diff MLP inactive, T cell HTS inactive, Salmonella PhoP GFP -2%, West Nile antiviral 0.1%, WT yeast gro inh mutant strain -41, b-catenin transl cell count 5 µM 1174, T cell HTS vesicle-bound % 46 and Myeloid diff MLP GFP+ MAC1+ % 1.0.
For CC(CC(=O)N1CCN(c2ccccc2)CC1)S(=O)(=O)c1ccc2c(c1)NC(=O)CO2 (centres undefined) the results were MgcRacGAP inhibition 5%, RSV CPE inhibition 2.5%, SV40 large T antigen -13%, Myeloid diff MLP inactive, T cell HTS inactive, Salmonella PhoP GFP -5%, West Nile antiviral -0.4%, T cell HTS vesicle-bound % 8 and Myeloid diff MLP GFP+ MAC1+ % 1.2.
`CCCN(C(=O)Cc1nc(N)n[nH]1)C1(C(=O)Nc2c(C)cccc2C)CCCCC1` gave MgcRacGAP inhibition 0%, WT yeast gro inh -15, RSV CPE inhibition 1.2%, SV40 large T antigen 8%, Myeloid diff MLP inactive, T cell HTS inactive, Salmonella PhoP GFP 4%, West Nile antiviral 0.4%, WT yeast gro inh mutant strain -7, T cell HTS vesicle-bound % 39 and Myeloid diff MLP GFP+ MAC1+ % 0.5.
Cc1cc(NC(=O)Nc2ccc(Cl)cc2)no1 was read as MgcRacGAP inhibition 4%, RSV CPE inhibition 0.6%, SV40 large T antigen -6%, Myeloid diff MLP inactive, T cell HTS inactive, Salmonella PhoP GFP 9%, West Nile antiviral -0.7%, T cell HTS vesicle-bound % 28 and Myeloid diff MLP GFP+ MAC1+ % 1.0.
Screening O=C(Nc1ccccc1N1CCOCC1)c1cc2ccccc2o1 returned MgcRacGAP inhibition 8%, RSV CPE inhibition 5.2%, SV40 large T antigen 0%, Myeloid diff MLP inconclusive, T cell HTS inactive, Salmonella PhoP GFP 0%, West Nile antiviral -0.1% and T cell HTS vesicle-bound % 14.
`CCc1ccc2oc(=O)cc(CN3CCN(CCO)CC3)c2c1` gave MgcRacGAP inhibition 9%, WT yeast gro inh 3, RSV CPE inhibition 1.2%, b-catenin transl 0.0, SV40 large T antigen 5%, Myeloid diff MLP inactive, T cell HTS inactive, Salmonella PhoP GFP 2%, West Nile antiviral 0.2%, WT yeast gro inh mutant strain -2, b-catenin transl cell count 5 µM 632, T cell HTS vesicle-bound % 40 and Myeloid diff MLP GFP+ MAC1+ % 0.5.
Screening O=C(CSc1nc2ncc(Cl)cc2[nH]1)N(Cc1ccccc1)C1CCS(=O)(=O)C1 (centres undefined) returned MgcRacGAP inhibition 2%, WT yeast gro inh 10, RSV CPE inhibition 1.8%, b-catenin transl -0.5, SV40 large T antigen 5%, Myeloid diff MLP inactive, T cell HTS inactive, Salmonella PhoP GFP 10%, West Nile antiviral -0.2%, WT yeast gro inh mutant strain -6, b-catenin transl cell count 5 µM 1088, T cell HTS vesicle-bound % 51 and Myeloid diff MLP GFP+ MAC1+ % 1.4.
`O=C(Nc1cc(C(F)(F)F)ccc1Cl)c1ccc(NC(=O)C(F)(F)F)cc1` gave MgcRacGAP inhibition -8%, WT yeast gro inh 42, RSV CPE inhibition 1.2%, b-catenin transl 0.0, SV40 large T antigen 4%, Myeloid diff MLP inactive, T cell HTS inactive, Salmonella PhoP GFP 5%, West Nile antiviral -1.6%, WT yeast gro inh mutant strain 8, b-catenin transl cell count 5 µM 909, T cell HTS vesicle-bound % 19 and Myeloid diff MLP GFP+ MAC1+ % 1.0.
O=C(NCCCc1ccccc1)C(=O)NCC1OCCN1S(=O)(=O)c1ccccc1 (centres undefined) was read as MgcRacGAP inhibition 0%, RSV CPE inhibition 1.1%, SV40 large T antigen 20%, Myeloid diff MLP inactive, T cell HTS inactive, Salmonella PhoP GFP 0%, West Nile antiviral -0.4%, T cell HTS vesicle-bound % 31 and Myeloid diff MLP GFP+ MAC1+ % 0.0.
For C#CCOCCOCCOCCNc1nc(N2CCN(C(=O)C([C@@H](C)CC)n3cc(C(N)CO)nn3)CC2)nc(N2CCN(C(=O)[C@H](CCC(=O)O)n3cc(C(N)CC(C)C)nn3)CC2)n1 (some centres undefined) the results were MgcRacGAP inhibition -4%, WT yeast gro inh -4, RSV CPE inhibition -0.5%, b-catenin transl -1.5, SV40 large T antigen 3%, Myeloid diff MLP inactive, T cell HTS inactive, Salmonella PhoP GFP 5%, WT yeast gro inh mutant strain -10, b-catenin transl cell count 5 µM 1092, T cell HTS vesicle-bound % 45 and Myeloid diff MLP GFP+ MAC1+ % 2.5.
Screening O=C(NCC1CCCN1S(=O)(=O)c1cccs1)c1ccccc1 (centres undefined) returned MgcRacGAP inhibition 1%, RSV CPE inhibition -0.3%, SV40 large T antigen 4%, Myeloid diff MLP inactive, T cell HTS inactive, Salmonella PhoP GFP 2%, T cell HTS vesicle-bound % 37 and Myeloid diff MLP GFP+ MAC1+ % 0.8.
For CSc1ccc(CNC(=O)CCn2ccc3cc(S(=O)(=O)N4CCCC4)ccc32)cc1 the results were MgcRacGAP inhibition 9%, RSV CPE inhibition 6.1%, SV40 large T antigen 10%, Myeloid diff MLP inactive, T cell HTS inactive, Salmonella PhoP GFP -4%, West Nile antiviral -0.5%, T cell HTS vesicle-bound % 44 and Myeloid diff MLP GFP+ MAC1+ % 0.3.
`CC(=O)NCCc1ccc(S(=O)(=O)Nc2ccc(C)c(S(=O)(=O)N3CCOCC3)c2)cc1` gave MgcRacGAP inhibition -2%, RSV CPE inhibition 1.6%, SV40 large T antigen 12%, Myeloid diff MLP inconclusive, T cell HTS inactive, Salmonella PhoP GFP -10%, West Nile antiviral -0.2% and T cell HTS vesicle-bound % 9.
Screening CCOc1ccccc1NC(=O)N1CCCN(c2ncccc2C#N)CC1 returned MgcRacGAP inhibition 9%, RSV CPE inhibition 2.5%, SV40 large T antigen 9%, Myeloid diff MLP inactive, T cell HTS inactive, Salmonella PhoP GFP -1%, West Nile antiviral -0.8%, T cell HTS vesicle-bound % 25 and Myeloid diff MLP GFP+ MAC1+ % 0.2.
Screening Cc1nn(C)c(C)c1S(=O)(=O)N1CCC(C(=O)NC2CCCc3ccccc32)CC1 (centres undefined) returned MgcRacGAP inhibition 5%, WT yeast gro inh 14, RSV CPE inhibition 1.2%, SV40 large T antigen 1%, Myeloid diff MLP inactive, T cell HTS inactive, Salmonella PhoP GFP 2%, West Nile antiviral 0.4%, WT yeast gro inh mutant strain 19, T cell HTS vesicle-bound % 33 and Myeloid diff MLP GFP+ MAC1+ % 1.5.
`COc1ccc(C(=O)CCC(=O)N2CCN(c3cc(C)ccc3C)CC2)cc1` gave MgcRacGAP inhibition -1%, RSV CPE inhibition 2.4%, SV40 large T antigen 2%, Myeloid diff MLP inactive, T cell HTS inactive, Salmonella PhoP GFP 4%, West Nile antiviral 0.0%, T cell HTS vesicle-bound % 12 and Myeloid diff MLP GFP+ MAC1+ % 1.1.
Screening COc1ccc(OC)c(C2CC(=O)N3CN(c4cccc(Cl)c4)CSC3=C2C#N)c1 (centres undefined) returned MgcRacGAP inhibition 17%, WT yeast gro inh 9, RSV CPE inhibition 2.6%, b-catenin transl 0.1, SV40 large T antigen 22%, Myeloid diff MLP inactive, T cell HTS inactive, Salmonella PhoP GFP 16%, West Nile antiviral 0.1%, WT yeast gro inh mutant strain 4, b-catenin transl cell count 5 µM 1113, T cell HTS vesicle-bound % 33 and Myeloid diff MLP GFP+ MAC1+ % 2.5.
